Screens: PubChem BioAssay, several laboratories
Yfh1-depleted yeast: enhancers of respiration in Yfh1-depleted yeast, dose response, Friedreich's ataxia, plus single-dose screen (AID 1465); fold induction at 50 µM, or EC50 in µM where a hit was titrated; S. cerevisiae Yfh1-off respiration, WST-1 reduction, 72 h; higher fold induction means a stronger effect; 220,000 tested, 0.074% active;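 active = fold induction of absorbance versus untreated yeast above a set limit, then at least 30% activation at any dose in follow-up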;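 also: activators that raise dye reduction in frataxin-depleted yeast; strong numbers were not always called active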
Dynein transport: blocks dynein driven cargo transport along microtubules | 220,000 tested, 0.47% active | z-score, hits read low | AID 1381 | 3617.4 mouse cells, GR-EGFP nuclear translocation imaging; test concentration mostly 20 µM; stimulated with dexamethasone, 1 µM; stronger effect = lower value;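 active = plate z-score of nuclear minus cytoplasmic receptor signal below a set negative limit, without overly bright fluorescence or cell loss, cut at about -3.5 in these data, passing the limit was not always enough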;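 also: z-score of nuclear minus cytoplasmic ring GR-EGFP intensity difference per well; some compounds called inactive have numbers as strong as hits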
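medium = tetracycline-free induction medium containing charcoal-stripped FBS | probe or stimulus = dexamethasone, 1.0 µM final | timing = 48 h induction, then 1 h compound, then 30 min agonist, 37 °C | detection = automated 10x imaging of fixed Hoechst-stained cells | read-out basis = nuclear versus cytoplasmic GR-EGFP signal, averaged per well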
PMI inhibitors: MPI enzyme activity inhibition – biochemical, fluorescence intensity, coupled assay, primary screen (AID 1209) | purified PMI enzyme, coupled fluorescence intensity; higher % means a stronger effect | inhibition, % at 20 µM; hits with a dose series show IC50 in µM | 190,000 tested, 0.42% active;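 also: plate controls were DMSO vehicle for no effect and wells lacking substrate for full effect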
WT yeast gro inh: growth inhibition of WT yeast, mitochondrial fusion screen; mitochondrial fusion phenotypic screen, WT strain; inhibition, % at 10 µM; 190,000 tested, 2.1% active; AID 1362; in the data active = inhibition above about 58%; tested in S. cerevisiae
PMI inhibition: MPI inhibition at elevated mannose 6-phosphate – biochemical, fluorescence intensity, high mannose 6-phosphate, primary screen (AID 1220); recombinant PMI enzyme, coupled fluorescence intensity; higher % means a stronger effect; inhibition, % at 20 µM, or IC50 in µM where a hit was titrated; 190,000 tested, 0.66% active
Ins promoter up: MIN6 insulin promoter up-regulation; MIN6 insulin promoter-GFP reporter, high-content imaging; stronger effect = higher value; z-score at 5 µM; 190,000 tested, 0.3% active; AID 1625;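 active = z-score above 3 at 5 µM with at least 500 cells counted in the well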
MT stabilizer: microtubule stabilization, imaging screen; % tubulin-high responders, % at 10 µM; 200,000 tested, 0.83% active; HeLa tubulin immunostaining HCS, 24 h; share of cells brighter than vehicle mean+2SD; AID 2205;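 active = plate Z-score above 3 for both tubulin-high and condensed-nucleus cell shares, with cell loss under 80%, at 10 µM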;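 also: anti alpha tubulin signal scored within the nucleus-defined area of each cell; some results filed as inactive read as strong as hits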
Autophagy mod: autophagy modulation, high-content screen; MEF GFP-LC3 puncta imaging; test concentration mostly 10 µM; calls only at 10 µM (by protocol); 190,000 tested, 0.98% active; AID 463193;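 active = percentage of spot-positive cells more than 3 SD above its plate mean, without a fluorescence outlier flag or 80% toxicity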;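 also: spot-positive cell cutoff set from DMSO-treated cells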
bCat nuc transl: beta-catenin nuclear translocation modulation; HeLa beta-catenin nuclear translocation, immunofluorescence imaging; nuclear translocation activity, % at 5 µM; 190,000 tested, 0.3% active;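 active = nuclear translocation activity above 50% at 5 µM, with a well cell count of 50 or more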;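 also: per-cell ratio of nuclear to cytoplasmic median beta-catenin stain intensity; plate controls were DMSO negative control for no effect and GSK-3 inhibitor IX positive control for full effect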
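Test system: human HeLa cell line; Doses: 5 µM primary, 0.02–20 µM confirmation; Incubation: 24 h compound exposure, 37°C; Detection: beta-catenin immunofluorescence imaging with DAPI; Read-out: beta-catenin nuclear/cytoplasmic ratio, % activation.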
WT yeast gro inh mutant strain: also measured in WT yeast gro inh; calls as there; inhibition, %; mitochondrial fusion phenotypic screen, mutant strain inhibition
Dynein transport cytoplasmic EGFP: second read-out of Dynein transport, no call of its own (marks repeat the call); z-score; measured here: cytoplasmic GR-EGFP intensity; stronger effect = higher value
Dynein transport nuclear GR-EGFP: second read-out of Dynein transport, no call of its own (marks repeat the call); z-score; measured here: nuclear GR-EGFP intensity;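 lower value marks the stronger effect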
Dynein transport cell count: further read-out of Dynein transport, marked with its call; z-score; measured here: cell count per field
Ins promoter up cell count: recorded beside Ins promoter up, whose call it bears; cell count; measured here: cytotoxicity, nuclei count;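 total cells summed across four imaged fields per well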
bCat nuc transl cell count 5 µM: recorded beside bCat nuc transl, whose call it bears; cell count; measured here: cell count, cytotoxicity flag
MT stabilizer Hoechst-high %: further read-out of MT stabilizer, marked with its call; % Hoechst-high responders; measured here: nuclear condensation Hoechst responders;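 share of cells brighter than vehicle mean plus two SD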
MT stabilizer cytotoxicity %: further read-out of MT stabilizer, marked with its call; toxicity, %; measured here: cytotoxicity by cell density;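 0% = mean cell density of plate MIN control wells and 100% = no cells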
Autophagy mod cell loss 18 h: recorded beside Autophagy mod, whose call it bears; toxicity, %; measured here: cell loss, nuclei count;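 cell loss after 18 h compound exposure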
An asterisk follows results filed as active; i = inactive; . = no result given. Rule as the data show it, unless noted: active = inhibition above about 50%; inactive = the rest.

SMILES	Yfh1-depleted yeast	Dynein transport	Dynein transport cytoplasmic EGFP	Dynein transport nuclear GR-EGFP	Dynein transport cell count	PMI inhibitors	WT yeast gro inh	WT yeast gro inh mutant strain	PMI inhibition	Ins promoter up	Ins promoter up cell count	MT stabilizer	MT stabilizer Hoechst-high %	MT stabilizer cytotoxicity %	Autophagy mod	Autophagy mod cell loss 18 h	bCat nuc transl	bCat nuc transl cell count 5 µM
COc1cc(S(=O)(=O)N2CCN(C(=O)c3ccccc3F)CC2)c(OC)cc1NC(C)=O	i	0.1	-0.22	-0.18	0.34	-11%	-7	5	-17%	-0.32	1060	1.3	2.7	6.5	i	1	-5.0	815
COc1ccc([N+](=O)[O-])cc1NC(=O)C(C)N1CCN(C(=O)c2ccco2)CC1 (stereo unspecified)	i	0.22	-0.33	0.028	0.81	21%	-10	23	8%	.	.	3.8	2.7	7.0	i	0	1.2	884
O=C(CSCc1ccccc1)Nc1nccs1	i	0.78	-0.17	0.61	-0.76	5%	5	6	3%	0.37	1041	1.5	2.3	12	i	-13	-2.0	741
O=C1C2C3C=CC(C2C(=O)N1c1ccccc1O)C1C2C(=O)N(c4ccccc4O)C(=O)C2C31 (stereo unspecified)	i	-1.1	-0.39	-0.33	0.88	-5%	-11	-2	-4%	0.07	1534	1.2	1.3	6.2	i	4	-5.5	1097
CCCCc1ccc(NC(=S)NCCc2ccc(F)cc2)cc1	i	0.15	1.3	0.49	0.018	-1%	68*	55*	-6%	0.48	1608	3.5	1.5	1.7	i	-26	0.2	997
Cc1[nH]nc2c1C(c1c[nH]c3ccccc13)C(C#N)=C(N)O2 (stereo unspecified)	i	0.36	-0.15	0.68	-0.65	.	.	.	.	-0.3	1087	.	.	.	.	.	2.4	1329
CC1(C)CC(=O)c2c(-c3cccs3)n[nH]c2C1	i	0.52	-0.26	0.66	-0.63	-8%	-5	-42	-9%	1.1	851	1.4	1.2	5.7	i	-3	-1.1	1047
CC1CCCC(C)N1NC(=O)c1cccc(S(=O)(=O)N2CCc3ccccc32)c1 (stereo unspecified)	i	0.49	0.3	0.17	-0.84	-10%	4	-20	-11%	-0.04	1250	5.0	1.6	7.2	i	-2	-2.9	1112
c1ccc(CN(Cc2ccccc2)c2ncnc3c2nnn3Cc2ccccc2)cc1	i	0.59	-0.16	0.26	-0.086	.	.	.	.	-1.4	1009	.	.	.	.	.	0.3	1209
CCOC(=O)c1c(-c2ccccc2)cn2c(C)cc(C)nc12	i	1.7	-0.23	1.8	-1.4	-1%	11	2	-6%	-0.5	1479	6.6	2.4	5.3	i	19	-6.3	1239
O=C(NCC(=O)N(Cc1cccs1)C(C(=O)NC1CCCC1)c1ccncc1)c1ccco1 (stereo unspecified)	i	0.26	-0.012	0.51	-0.15	16%	6	4	8%	0.34	1153	2.8	1.6	5.8	i	12	.	.
CC1(CCC#N)N=C(SCCC#N)N(c2ccccc2)C1=O (stereo unspecified)	i	3.4	0.23	3.2	-2.6	7%	-16	4	10%	2.5	1318	3.6	1.5	9.8	i	4	-1.5	1455
COc1ccc(CN2CCCCC2C(=O)Nc2ccc(OC)c(OCC(C)C)c2)cc1OC (stereo unspecified)	i	0.84	-0.16	0.89	0.015	-6%	-2	-8	-10%	0.18	1237	1.2	1.7	6.3	i	-2	1.1	1386
Cc1cc(C)n(CC(=O)N/N=C/c2ccc3c(c2)OCO3)n1	i	-0.39	-0.25	-0.46	0.45	12%	-10	-11	15%	0.17	1087	2.4	2.3	3.6	i	4	-1.0	461
Cc1ccc(C(=O)c2ccccc2C(=O)OCC(=O)NC(C)(C)C)cc1	i	0.57	-0.28	0.56	-0.63	-8%	-8	-19	-1%	1.4	1271	2.7	3.6	10	i	-2	0.6	1077
Cc1ccc(OCC(=O)N2N=C(c3cccnc3)CC2(O)C(F)(F)F)cc1C (stereo unspecified)	i	-0.54	-0.23	-0.28	0.5	4%	4	-10	-3%	-0.12	1571	6.3	2.0	8.3	i	6	-0.4	1108
CCOc1ccccc1C(=O)N1CCC(n2nnc3cc(C)ccc32)CC1	i	0.025	-0.18	0.18	0.2	7%	-8	-47	4%	-0.91	1190	1.4	1.5	2.8	i	-11	-1.8	1138
COc1ccc(N2CCN(c3oc(-c4ccccc4OC)nc3C#N)CC2)cc1	.	-0.16	-0.17	-0.69	-0.3	0%	0	1	-6%	0.5	1756	4.5	2.1	3.9	i	6	-2.5	1085
Oc1[nH]c2ccccc2c1N=Nc1nncc2ccccc12	i	-1.2	-0.25	-0.36	1.2	.	.	.	.	-0.9	1067	.	.	.	.	.	-0.1	1280
CCc1ccc(NC(=O)c2noc3c2CCCCC3)cc1	.	0.94	-0.25	0.52	1.7	6%	2	-15	1%	1.1	1203	1.5	3.3	15	i	9	2.6	1185
Cc1cc(N)n2ncc(-c3cccc(Br)c3)c2n1	i	0.67	-0.32	0.24	-0.081	4%	16	12	12%	-0.69	1075	3.6	2.2	3.3	i	3	-3.4	911
CCOC(=O)Nc1ccc2c(c1)nc(CN1CCN(C(C)=O)CC1)n2C	i	-0.97	-0.22	-0.5	1.3	8%	-16	-6	4%	-0.38	1304	2.7	1.8	5.3	i	5	3.1	1172
Cn1cc([C@@H]2C[C@H]3CN(C4CCCC4)C(=O)[C@]34CCCN24)c(-c2ccccc2)n1	i	0.53	-0.26	0.22	-0.15	-4%	-6	7	-8%	-0.26	1410	2.5	2.3	8.8	i	-4	-1.1	1084
CC(=O)c1ccc(NC(=O)/C=C/c2ccc(C)cc2)cc1	i	0.26	-0.22	-0.33	0.21	2%	5	-9	3%	0.05	1388	2.8	2.5	4.7	i	5	-1.6	543
CCOC(=O)N1CCN(c2c(NCCc3ccccc3)c(=O)c2=O)CC1	i	0.27	-0.26	0.2	-0.002	9%	-9	-24	6%	0.23	988	5.0	2.0	7.8	i	10	.	.

Further records follow:
SMILES	Yfh1-depleted yeast	Dynein transport	Dynein transport cytoplasmic EGFP	Dynein transport nuclear GR-EGFP	Dynein transport cell count	PMI inhibitors	WT yeast gro inh	WT yeast gro inh mutant strain	PMI inhibition	Ins promoter up	Ins promoter up cell count	MT stabilizer	MT stabilizer Hoechst-high %	MT stabilizer cytotoxicity %	Autophagy mod	Autophagy mod cell loss 18 h	bCat nuc transl	bCat nuc transl cell count 5 µM
Cc1ccnc(NC2CCCCC2)c1	i	0.29	-0.23	0.37	-0.74	6%	4	-3	10%	0.8	1057	3.0	3.0	8.9	i	2	1.2	1107
CCOCCCn1c(SC(C(=O)Nc2cc(C)ccc2C)c2ccccc2)nnc1-c1ccc(Cl)cc1 (stereo unspecified)	i	2.2	-0.15	1.2	-2.3	12%	7	-20	7%	-0.62	1106	3.3	5.8	13	i	-3	-0.2	498
COc1ccc(OCc2nnc(SCC(=O)NNC(=O)c3ccc(C)cc3)n2C)cc1	i	-0.0015	-0.22	0.021	0.0079	13%	-4	16	7%	0.82	1399	1.3	1.1	5.6	i	8	2.2	1138
CCN(CC)CCSc1nc2ccc(OC)cc2[nH]1	i	0.43	-0.18	-0.029	0.066	.	.	.	.	1.2	1476	.	.	.	.	.	0.0	1325
CCn1c(CCNC(=O)c2cccs2)n[nH]c1=S	i	0.58	-0.22	0.32	0.37	-15%	13	5	-8%	0.58	1387	2.3	2.0	1.9	i	29	-4.4	559
Cc1n[nH]c(=O)n1-c1ccc(OC(F)(F)F)cc1	i	-0.5	-0.37	-0.35	0.56	-2%	-13	1	-1%	0.24	1048	1.5	2.7	7.1	i	-4	-4.1	1060
CCOC(=O)C1(CCCc2ccccc2)CCN(Cc2nccn2CC)CC1	i	1.5	-0.2	1.1	-1.3	8%	59*	31*	0%	-1.3	1178	2.5	1.7	12	i	12	-0.2	1118
CC1CCC2C(C1)Nc1c(C(=O)O)cccc1C2(C)C (stereo unspecified)	i	0.0096	-0.35	-0.5	0.79	-3%	-14	12	24%	0.63	1488	1.8	2.0	6.9	i	24	-0.6	1459
CC(C)C(c1nnnn1Cc1ccccc1)N1CCN(Cc2ccc3c(c2)OCO3)CC1 (stereo unspecified)	i	0.46	-0.22	0.25	1	-2%	7	-1	-6%	.	.	3.5	6.0	8.3	i	2	-1.2	901
O=C1OC2(CCCCC2)OC(=O)C1=CNc1ccc2c(c1)OCO2	i	0.41	-0.21	-0.063	0.47	7%	6	1	22%	1.3	1492	1.6	1.3	5.8	i	-2	-1.5	1315
COc1cccc2c1OCC(C(=O)OCc1cccnc1)=C2	i	-0.66	-0.17	-0.13	0.59	-1%	2	10	4%	.	.	2.5	1.6	7.0	i	16	1.1	1453
COc1ccc(CCNC(=O)CN(C)S(=O)(=O)c2cccc3nsnc23)cc1OC	i	-0.9	-0.29	-0.15	0.29	-7%	1	0	-8%	0.05	1588	2.4	1.2	8.8	i	14	-4.0	958
CC1=CC(C)(C)Nc2ccc(OC(=O)c3cccnc3)cc21	i	-3.6*	1.7*	-1.4*	0.71*	9%	-1	24	16%	1.7	1383	14	4.8	15	i	-3	0.2	708
